HSP90 inh – HSP90 refolding inhibition in rabbit reticulocyte lysate; luciferase refolding luminescence, 3 h; inhibition, % at 5.6 µM; actives 0.91% (n = 290,000); AID 1789;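 active = inhibition above the screen-wide mean plus 3 SD, computed separately per campaign, cut at about 16% in these data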;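 also: 0% = DMSO wells and 100% = 60 µM geldanamycin wells; inhibitors lower the luminescence because luciferase stays unfolded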
Platelet DG rel – modulates dense granule release in human platelets; AID 1663; human platelet-rich plasma, SFLLRN dense granule ATP release, luminescence; actives 0.22% (n = 300,000); inhibition, %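 (compounds screened at 7.5 µM in platelet-rich plasma)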;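 active = mean replicate score, as percent of positive control, at or above 50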
HDAC3 inhib – blocks human histone deacetylase 3 | O15379 | recombinant HDAC3, fluorogenic peptide/trypsin coupled, fluorescence | inhibition, % at 8.3 µM | actives 0.15% (n = 320,000); in the data active = inhibition above about 26%, passing the limit was not always enough
Target sequence (O15379 whole entry, looked up): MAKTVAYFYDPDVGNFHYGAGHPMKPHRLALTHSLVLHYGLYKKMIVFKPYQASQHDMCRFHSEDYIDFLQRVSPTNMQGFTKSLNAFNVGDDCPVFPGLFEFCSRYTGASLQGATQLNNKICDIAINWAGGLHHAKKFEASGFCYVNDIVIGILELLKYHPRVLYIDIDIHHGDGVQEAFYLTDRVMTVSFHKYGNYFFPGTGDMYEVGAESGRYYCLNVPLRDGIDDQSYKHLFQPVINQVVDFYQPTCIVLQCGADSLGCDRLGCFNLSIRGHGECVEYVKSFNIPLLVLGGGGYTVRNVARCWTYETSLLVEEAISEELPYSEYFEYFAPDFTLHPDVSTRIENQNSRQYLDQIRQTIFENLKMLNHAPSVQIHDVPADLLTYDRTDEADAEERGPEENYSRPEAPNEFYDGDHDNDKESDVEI
aSyn UTR inh – 5' untranslated region of α-synuclein, MLPCN primary screen; alpha-synuclein 5'UTR reporter, inhibitor activity; inhibition, % (tested at 7.5 µM); actives 0.82% (n = 300,000); AID 1813; in the data active = inhibition above about 60%;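 also: H4 neuroglioblastoma cells stably carrying SNCA 5'UTR luciferase fusion; 0% = DMSO wells and 100% = positive control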
KLF5 inhibitor – suppresses KLF5 promoter-driven expression. DLD-1 KLF5 promoter-luciferase reporter, luminescence. inhibition, % at 5 µM. actives 0.23% (n = 290,000). AID 1700;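 active = inhibition above a per-plate limit of that plate's mean compound inhibition plus 3 SD, cut at about 60% in these data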;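 also: 0% = DMSO wells and 100% = LY294002 at 200 µM; higher means less KLF5 promoter-driven luciferase light; inactives centre near -14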
HSF1 activator – increases HSF-1 driven luciferase reporter signal | activation, % at 9 µM | AID 504408 | actives 1.7% (n = 300,000) | NIH3T3-HGL HSF-1 luciferase reporter, MG132, 8 h; 100% = twice DMSO control signal;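 active = mean replicate activation of at least 50% with a set share of replicates each reaching 50%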;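 also: 0% = median of the neutral control wells and 100% = twice that signal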
HIF activator – HIF pathway transcriptional activation. U2OS HRE-luciferase reporter, luminescence; normalized: DMSO 0%, desferrioxamine 100%. activation, % at 7.5 µM (by protocol). actives 0.32% (n = 300,000);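 active = mean activation of at least 10% of the iron chelator positive control signal, with at least half of replicates also reaching 10%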
HSF1 inh – HSF1 inhibition. NIH3T3-HGL HSE-luciferase, MG132-induced, luminescence 8 h; hits give low values. activity change, negative = inhibition, % at 7.5 µM (by protocol). actives 0.77% (n = 300,000);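 active = more than half of replicate wells show activity change below -50%, luminescence cut by over half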;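 also: luciferase reports HSF-1 transcriptional activity via heat shock element; 0% = median of DMSO wells and -100% = zero luminescence signal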
AI-2 QS modul – modulates the Vibrio harveyi AI-2 quorum sensing system; activity change, % at 7.5 µM; actives 0.4% (n = 300,000); AID 2094; Vibrio harveyi JMH597 AI-2 luminescence/OD600 ratio, 9 h; hits give low values; strain lacks LuxN and CqsS sensors; 0 = neutral-control median; in the data active = activity change below about -75%, passing the limit was not always enough;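 also: luminescence divided by OD600 gain over 9 h not by final OD600 alone; inactives centre near 13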
IEC-6 tox – kills IEC-6 intestinal cells in KLF5 counter-screen; actives 0.78% (n = 290,000); inhibition, % at 5 µM; IEC-6 cytotoxicity, luminescence viability; in the data active = inhibition above about 22%;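 also: 0% = plate median of test compound wells and 100% = cytotoxic reference compound wells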
* marks the source's active call; other numbers are inactive results; & = joins results of further samples.

What do the screens show for `CCOP(=O)(c1ccc(N(C)C)cc1)C(O)c1cc(OC)c(OC)c(OC)c1` (stereo unspecified)?
HSP90 inh: 2; Platelet DG rel: 3; HDAC3 inhib: -2; aSyn UTR inh: 16; KLF5 inhibitor: -8; HSF1 activator: 3; HIF activator: -0.1; HSF1 inh: -3; AI-2 QS modul: 16; IEC-6 tox: -2

How did Cc1cc(/C=C2/SC(=O)N(CC(=O)N3CCCC3)C2=O)c(C)n1C do in these assays?
HSP90 inh: -2; Platelet DG rel: -6; HDAC3 inhib: -1; aSyn UTR inh: -29; KLF5 inhibitor: -16; HSF1 activator: -7; HIF activator: -0.4; HSF1 inh: -5; AI-2 QS modul: 11; IEC-6 tox: 7

What do the screens show for `CC1CCN(c2oc(-c3ccccc3F)nc2C#N)CC1`?
HSP90 inh: 1; Platelet DG rel: -2; HDAC3 inhib: -62; aSyn UTR inh: -54; KLF5 inhibitor: -42; HSF1 activator: 18; HIF activator: 2.3; HSF1 inh: 0; AI-2 QS modul: 7; IEC-6 tox: 0

Results for Nc1nnc(SCCCOc2ccc(F)cc2)s1 ?
HSP90 inh: 0; Platelet DG rel: -7; HDAC3 inhib: -1; aSyn UTR inh: -6; KLF5 inhibitor: -8; HSF1 activator: 32; HIF activator: 0.2; HSF1 inh: 13; AI-2 QS modul: -15; IEC-6 tox: 1

What do the screens show for `CCCCN1C(=O)C(=O)N(CC(=O)N2N=C3/C(=C/c4ccco4)CCCC3C2c2ccco2)C1=O` (stereo unspecified)?
HSP90 inh: 4; Platelet DG rel: -15; HDAC3 inhib: 3; aSyn UTR inh: -86; KLF5 inhibitor: -15; HSF1 activator: 7; HIF activator: 1.5; HSF1 inh: 12; AI-2 QS modul: 36; IEC-6 tox: 10

How did Cc1ccc(CNC(=O)C2CCCN(c3nn4c(=O)cc(C)nc4s3)C2)cc1 (stereo unspecified) do in these assays?
HSP90 inh: -3; Platelet DG rel: 4; HDAC3 inhib: 4; aSyn UTR inh: -16; KLF5 inhibitor: 12; HSF1 activator: -5; HIF activator: 0.1; HSF1 inh: -3; AI-2 QS modul: 41; IEC-6 tox: -6

What do the screens show for `COc1ccc(NC(=O)Nc2ccc(C(C)C)cc2)cc1`?
HSP90 inh: 1; Platelet DG rel: -5; HDAC3 inhib: -1; aSyn UTR inh: -75; KLF5 inhibitor: -61; HSF1 activator: 20; HIF activator: -12; HSF1 inh: 1; AI-2 QS modul: 3; IEC-6 tox: 3

Results for COc1cc(CN2CC(C)CC(C)C2)cc([N+](=O)[O-])c1O (stereo unspecified) ?
HSP90 inh: -9; Platelet DG rel: 7; HDAC3 inhib: -1; aSyn UTR inh: -4; KLF5 inhibitor: -40; HSF1 activator: -20; HIF activator: -1.0; HSF1 inh: -5; AI-2 QS modul: 25; IEC-6 tox: -4

How did CC(C)C[C@H](NC(=O)N1CCn2c1nc1ccccc12)C(=O)NCc1ccccc1 do in these assays?
HSP90 inh: 2; Platelet DG rel: 3; HDAC3 inhib: -1; aSyn UTR inh: 3; KLF5 inhibitor: 3; HSF1 activator: 8; HIF activator: -0.7; HSF1 inh: 2; AI-2 QS modul: 14; IEC-6 tox: 2

What do the screens show for `Cc1ccn2c(Nc3ccccc3C)c(-c3ccccn3)nc2c1`?
HSP90 inh: 0; Platelet DG rel: 15; HDAC3 inhib: 8; aSyn UTR inh: 45; KLF5 inhibitor: -9; HSF1 activator: -1; HIF activator: 12*; HSF1 inh: -2; AI-2 QS modul: 41; IEC-6 tox: -1

How did Cc1ccc(S(=O)(=O)N(C)C)cc1N do in these assays?
HSP90 inh: -1; Platelet DG rel: 8; HDAC3 inhib: -2; aSyn UTR inh: -18; KLF5 inhibitor: 15; HSF1 activator: -25; HIF activator: 0.0; HSF1 inh: -13; AI-2 QS modul: 24; IEC-6 tox: 2

Results for CC(=O)NC1(NC(C)=O)CCN(C)C(c2ccccc2)C1C (stereo unspecified) ?
HSP90 inh: -8; Platelet DG rel: 10; HDAC3 inhib: -4; aSyn UTR inh: -24; KLF5 inhibitor: -14; HSF1 activator: 0; HIF activator: -0.1; HSF1 inh: -6; AI-2 QS modul: -3; IEC-6 tox: -3

What do the screens show for `CCc1csc(CCNC(=O)C2CCC(=O)N(Cc3ccccc3F)C2)n1` (stereo unspecified)?
HSP90 inh: 1; Platelet DG rel: 4; HDAC3 inhib: -7; aSyn UTR inh: 21; KLF5 inhibitor: -33; HSF1 activator: -1; HIF activator: 0.5; HSF1 inh: -7; AI-2 QS modul: 21; IEC-6 tox: -6

Results for Cc1ccc2[nH]cc(S(=O)(=O)c3ccc(C(C)C)cc3)c(=O)c2c1 ?
HSP90 inh: 0; Platelet DG rel: -1; HDAC3 inhib: 1; aSyn UTR inh: -10; KLF5 inhibitor: -17; HSF1 activator: 10; HIF activator: -21; HSF1 inh: 6; AI-2 QS modul: 12; IEC-6 tox: 6

How did COc1ccc2[nH]c(C)c(C(=O)CN(C)C)c2c1 do in these assays?
HSP90 inh: -5; Platelet DG rel: 24; HDAC3 inhib: -8; aSyn UTR inh: 17; KLF5 inhibitor: -31; HSF1 activator: -9; HIF activator: 0.0; HSF1 inh: 3; AI-2 QS modul: 25; IEC-6 tox: -5

What do the screens show for `COc1ccccc1C1C2CCCCC2(O)CCN1CC(=O)Nc1ccccc1` (stereo unspecified)?
HSP90 inh: -2; Platelet DG rel: -4; HDAC3 inhib: 0; aSyn UTR inh: 6; KLF5 inhibitor: -10; HSF1 activator: -1; HIF activator: -0.3; HSF1 inh: 8; AI-2 QS modul: 7; IEC-6 tox: 2

How did CC(=O)N1CCCc2ccc(NS(=O)(=O)c3ccc(C)c(C)c3)cc21 do in these assays?
HSP90 inh: -4; Platelet DG rel: -7; HDAC3 inhib: 0; aSyn UTR inh: 2; KLF5 inhibitor: -23; HSF1 activator: 8; HIF activator: -0.6; HSF1 inh: -1; AI-2 QS modul: 25; IEC-6 tox: 4

What do the screens show for `Cc1cccc(OCC(=O)Nc2ccc(C(=O)NCC(C)C)cc2)c1`?
HSP90 inh: -1; Platelet DG rel: -18; HDAC3 inhib: 3; aSyn UTR inh: 21; KLF5 inhibitor: -27; HSF1 activator: -10; HIF activator: -0.2; HSF1 inh: -8; AI-2 QS modul: 15; IEC-6 tox: -4

What do the screens show for `NS(=O)(=O)c1cccnc1Nc1cccc(C(F)(F)F)c1`?
HSP90 inh: -1; Platelet DG rel: -5; HDAC3 inhib: 2; aSyn UTR inh: 12; KLF5 inhibitor: -18; HSF1 activator: 10; HIF activator: -0.1; HSF1 inh: -5; AI-2 QS modul: -4; IEC-6 tox: -4

How did COc1ccc(-c2n[nH]c(=S)n2-c2ccccc2C)cc1 do in these assays?
HSP90 inh: -3; Platelet DG rel: -6; HDAC3 inhib: 1; aSyn UTR inh: 4; KLF5 inhibitor: 16; HSF1 activator: 2; HIF activator: -1.1; HSF1 inh: 0; AI-2 QS modul: -5; IEC-6 tox: 1

Sorted by molar mass (rising): part of the list above.
Results for COc1cc(CN2CC(C)CC(C)C2)cc([N+](=O)[O-])c1O (stereo unspecified) ?
HSP90 inh: -9; Platelet DG rel: 7; HDAC3 inhib: -1; aSyn UTR inh: -4; KLF5 inhibitor: -40; HSF1 activator: -20; HIF activator: -1.0; HSF1 inh: -5; AI-2 QS modul: 25; IEC-6 tox: -4

How did COc1ccc(-c2n[nH]c(=S)n2-c2ccccc2C)cc1 do in these assays?
HSP90 inh: -3; Platelet DG rel: -6; HDAC3 inhib: 1; aSyn UTR inh: 4; KLF5 inhibitor: 16; HSF1 activator: 2; HIF activator: -1.1; HSF1 inh: 0; AI-2 QS modul: -5; IEC-6 tox: 1

How did Cc1cc(/C=C2/SC(=O)N(CC(=O)N3CCCC3)C2=O)c(C)n1C do in these assays?
HSP90 inh: -2; Platelet DG rel: -6; HDAC3 inhib: -1; aSyn UTR inh: -29; KLF5 inhibitor: -16; HSF1 activator: -7; HIF activator: -0.4; HSF1 inh: -5; AI-2 QS modul: 11; IEC-6 tox: 7

What do the screens show for `CCOP(=O)(c1ccc(N(C)C)cc1)C(O)c1cc(OC)c(OC)c(OC)c1` (stereo unspecified)?
HSP90 inh: 2; Platelet DG rel: 3; HDAC3 inhib: -2; aSyn UTR inh: 16; KLF5 inhibitor: -8; HSF1 activator: 3; HIF activator: -0.1; HSF1 inh: -3; AI-2 QS modul: 16; IEC-6 tox: -2

The listing continues:
Results for COC(=O)NC(NC(=S)Nc1ccccc1OC)C(Cl)(Cl)Cl (stereo unspecified) ?
HSP90 inh: 1; Platelet DG rel: -10; HDAC3 inhib: 5; aSyn UTR inh: 1; KLF5 inhibitor: -17; HSF1 activator: 8; HIF activator: -0.7; HSF1 inh: -12; AI-2 QS modul: 1; IEC-6 tox: -6

What do the screens show for `Cc1cc(=O)oc2cc(OS(C)(=O)=O)ccc12`?
HSP90 inh: -1&5; Platelet DG rel: -6; HDAC3 inhib: -5; aSyn UTR inh: -2; KLF5 inhibitor: -4&-3; HSF1 activator: 9; HIF activator: 0.3; HSF1 inh: -7; AI-2 QS modul: -5; IEC-6 tox: -2&4

How did O=C(NC1CCCCC1)N1CCCC1 do in these assays?
HSP90 inh: 1; Platelet DG rel: -6; HDAC3 inhib: 4; aSyn UTR inh: 0; KLF5 inhibitor: -10; HSF1 activator: 11; HIF activator: 0.3; HSF1 inh: -15; AI-2 QS modul: 7; IEC-6 tox: 1

What do the screens show for `COc1ccccc1CNS(=O)(=O)c1cc2c3c(c1)CCN3C(=O)CC2`?
Platelet DG rel: 1; HDAC3 inhib: -2; aSyn UTR inh: 12; HSF1 activator: 0; HIF activator: 1.3; HSF1 inh: -5; AI-2 QS modul: 17

How did Cc1c(Br)c(O)c(Br)c2sc(=O)oc12 do in these assays?
HSP90 inh: 6; HDAC3 inhib: 4; KLF5 inhibitor: -18; IEC-6 tox: -16

What do the screens show for `COc1cccc(C2NC(=O)NC(C)=C2C(=O)OCC2CCCO2)c1` (stereo unspecified)?
HSP90 inh: -1; Platelet DG rel: 11; HDAC3 inhib: -7; aSyn UTR inh: 6; KLF5 inhibitor: 5; HSF1 activator: -15; HIF activator: 0.2; HSF1 inh: -4; AI-2 QS modul: 17; IEC-6 tox: -6

What do the screens show for `CC1(C)CC(N2CCC(=O)NC2=S)CC(C)(C)N1`?
Platelet DG rel: 69*; HDAC3 inhib: 0; aSyn UTR inh: 19; HSF1 activator: -2; HIF activator: -0.1; HSF1 inh: -13; AI-2 QS modul: 1

Results for Cc1cc(N)ccc1NC(=O)CN1CCOCC1 ?
HSP90 inh: 5; Platelet DG rel: -4; HDAC3 inhib: -3; aSyn UTR inh: -12; KLF5 inhibitor: -5; HSF1 activator: 12; HIF activator: 0.2; HSF1 inh: -8; AI-2 QS modul: 7; IEC-6 tox: 6

What do the screens show for `O=C(O)CN1CCN(Cc2cccc(Cl)c2)C1=O`?
HSP90 inh: -3; Platelet DG rel: -1; HDAC3 inhib: 2; aSyn UTR inh: 0; KLF5 inhibitor: -19; HSF1 activator: 6; HIF activator: -0.2; HSF1 inh: -3; AI-2 QS modul: 3; IEC-6 tox: -2

What do the screens show for `O=C(C1CCC(CNS(=O)(=O)c2ccccc2)CC1)N1CCOCC1` (stereo unspecified)?
HSP90 inh: 0; Platelet DG rel: -3; HDAC3 inhib: -5; aSyn UTR inh: 1; KLF5 inhibitor: -46; HSF1 activator: 4; HIF activator: -0.5; HSF1 inh: -1; AI-2 QS modul: 14; IEC-6 tox: 0

High-throughput results as filed in PubChem.
